TRPC4 potent: positive allosteric modulators of TRPC4, primary screen, cell-based, mouse TRPC4beta, HEK293 mu-opioid, Fluo-4 calcium; B-score at 10 µM; 0.42% of 310,000 active; Short transient receptor potential channel 4 (Mus musculus), Q9QUQ5; DAMGO EC20, Fluo-4 Ca2+ flux; stronger effect = higher value;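 active = B-score of calcium response area above 5 SD of library B-scores, with initial fluorescence ratio within 5 SD of library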;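 note: B-score of integrated fluorescence ratio over time as area under calcium response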
MrgX1 ag: agonists of human MrgX1 receptor, primary screen, HEK293 cells, Fluo-4 calcium flux; Mas-related G-protein coupled receptor member X1 (Homo sapiens), Q96LB2; AID 588627, 2011; 0.44% of 310,000 active; Fluo-4 calcium fluorescence, agonist mode; stronger effect = higher value; B-score at 10 µM;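 active = calcium response B-score plate-corrected fluorescence ratio at least 3 library SD, with starting fluorescence B-score inside 5 SD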
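Test system: Stable human MrgX1 HEK293 cell line | Schedule: Overnight plating before 1 h dye loading | Read-out basis: Baseline-normalised fluorescence change ratio, B-scored | Detection: Kinetic calcium dye fluorescence, Fluo-4 NW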
TRPC4 agonist: activators of mouse TRPC4 channel, primary screen, Fluo4 calcium, HEK293 TRPC4beta/mu-opioid cells. Short transient receptor potential channel 4 (Mus musculus), Q9QUQ5. Fluo4 calcium fluorescence; stronger effect = higher value. B-score at 10 µM. 0.49% of 310,000 active;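 active = B-score above 5 SD of library B-scores, and initial fluorescence ratio not above library mean plus 5 SD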;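 note: positive B-score marks a calcium rise read as TRPC4 activation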
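Technique: kinetic Fluo4 calcium fluorescence; Test system: TRPC4beta and mu-opioid receptor HEK293 stable cells; Measure: B-scored integrated calcium fluorescence ratio; Benchmarks: low control buffer alone, high control maximal DAMGO; Schedule: 45 min room-temperature Fluo4 loading, 110 s read.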
ANO1 block: TMEM16A chloride channel inhibitors, primary screen, cell-based, HTS; HEK293 TMEM16A/YFP iodide influx fluorescence, ionomycin; 1.2% of 310,000 active; normalized B-score (activity score, 25-100; higher = stronger inhibition) at 10 µM;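 active = ratio plate-corrected score three or more library SD toward inhibition, starting fluorescence score within five deviations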;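 note: score derived from kinetic fluorescence span divided by baseline fluorescence per well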
Target sequence (Q8BHY3 whole entry, looked up): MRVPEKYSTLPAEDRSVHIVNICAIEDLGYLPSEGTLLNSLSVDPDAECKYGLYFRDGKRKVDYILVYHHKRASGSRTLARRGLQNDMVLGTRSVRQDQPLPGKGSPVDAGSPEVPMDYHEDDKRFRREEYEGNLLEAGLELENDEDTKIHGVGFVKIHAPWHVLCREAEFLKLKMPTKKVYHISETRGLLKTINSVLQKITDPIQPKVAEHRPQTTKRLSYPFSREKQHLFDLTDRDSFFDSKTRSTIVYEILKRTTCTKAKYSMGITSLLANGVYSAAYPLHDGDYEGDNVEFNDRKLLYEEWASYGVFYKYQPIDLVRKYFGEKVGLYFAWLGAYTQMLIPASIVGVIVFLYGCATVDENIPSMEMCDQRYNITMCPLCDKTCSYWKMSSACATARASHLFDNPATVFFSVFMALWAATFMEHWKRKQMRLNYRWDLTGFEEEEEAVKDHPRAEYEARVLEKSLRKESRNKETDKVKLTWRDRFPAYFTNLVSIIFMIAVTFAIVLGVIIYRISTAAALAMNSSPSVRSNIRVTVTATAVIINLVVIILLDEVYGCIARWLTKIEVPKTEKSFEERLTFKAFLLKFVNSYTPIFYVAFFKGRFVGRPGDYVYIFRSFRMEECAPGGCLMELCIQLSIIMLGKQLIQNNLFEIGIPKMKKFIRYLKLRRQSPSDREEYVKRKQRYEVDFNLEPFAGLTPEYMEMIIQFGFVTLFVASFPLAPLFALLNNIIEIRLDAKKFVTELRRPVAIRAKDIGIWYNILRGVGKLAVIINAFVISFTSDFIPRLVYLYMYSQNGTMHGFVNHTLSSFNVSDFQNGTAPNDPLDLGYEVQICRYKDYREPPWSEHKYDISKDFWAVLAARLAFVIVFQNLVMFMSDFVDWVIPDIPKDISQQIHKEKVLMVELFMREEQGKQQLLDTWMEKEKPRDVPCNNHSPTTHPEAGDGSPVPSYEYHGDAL
SKKanGAS inh: S. pyogenes SKKanGAS growth inhibitors in kanamycin, primary screen, streptokinase expression inhibitor project, SKKanGAS strain, BacTiter-Glo luminescence; 1.3% of 300,000 active; AID 1662, 2009; inhibition, % at 7.5 µM; 6 h;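 active = mean replicate score, as percent of positive control median, at least 50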;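 note: strain carries kanamycin resistance gene driven by streptokinase promoter and grows in 40 µg/ml kanamycin; loss of luminescence reflects streptokinase promoter inhibition or plain growth inhibition; 0% = median of DMSO wells and 100% = positive control at its reference dose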
TRPC6 act: mouse TRPC6 channel activators, primary screen, cell-based, HEK293, membrane potential dye. HEK293-TRPC6 membrane potential dye fluorescence; stronger effect = higher value. B-score at 10 µM. 0.13% of 310,000 active. AID 2550, 2010;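 active = B-score of the integrated fluorescence ratio above library mean plus 3 SD, and starting fluorescence ratio within library mean plus 5 SD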;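 note: higher score means more depolarization so channel activation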
TRPC6 inh: mouse TRPC6 channel inhibitors, primary screen, cell-based, HEK293, membrane potential dye; Short transient receptor potential channel 6 (Mus musculus), Q61143; B-score at 10 µM; 1.1% of 310,000 active; ACh-evoked depolarization; stronger effect = lower value;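 active = B-score under library mean minus 3 SD, initial fluorescence not abnormally high, positive integrated signal ratio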;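 note: B-score derived from integrated fluorescence ratio over the kinetic read; more negative B-score means stronger inhibition of depolarization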
MrgX1 antag: antagonists of human MrgX1 receptor, primary screen, HEK293 cells, Fluo-4 calcium flux; B-score at 10 µM; Mas-related G-protein coupled receptor member X1 (Homo sapiens), Q96LB2; BAM8-22 antagonism; stronger effect = lower value; AID 588676, 2011; 1.3% of 310,000 active;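 active = calcium-response B-score plate-corrected more than 3 library SD below zero, starting fluorescence within 5 deviations, no agonist response on first addition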;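 note: peak minus trough fluorescence over baseline after final BAM8-22 challenge near maximal dose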
TRPC4 block: inhibitors of mouse TRPC4 channel, primary screen, Fluo4 calcium, HEK293 TRPC4beta/mu-opioid cells. AID 2247, 2010. 0.39% of 300,000 active. B-score at 10 µM. DAMGO-evoked Fluo4 calcium flux; stronger effect = lower value. Short transient receptor potential channel 4 (Mus musculus), Q9QUQ5;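 active = B-score over 3 SD under the library average, no early fluorescence shift, positive overall ratio signal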
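Assay system: TRPC4beta/mu-opioid receptor HEK293 cell line; compound dosing: single concentration per test compound; detection: Fluo4 Ca2+ flux fluorescence; evaluation: per-well B score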
MrgX1 allo act: positive allosteric modulators of MrgX1, primary screen, HEK293 cells, Fluo-4 calcium flux; FDSS; stronger effect = higher value; B-score at 10 µM; Mas-related G-protein coupled receptor member X1 (Homo sapiens), Q96LB2; 0.63% of 310,000 active; AID 588675, 2011;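 active = plate-corrected calcium response at least 3 library SD above typical, normal starting fluorescence, not activating the receptor alone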;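 note: compound read alongside a low EC10 to EC30 dose of BAM8-22 agonist; peak minus trough fluorescence over baseline measured at the second addition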
ANO1 activ: TMEM16A chloride channel activators or potentiators, primary screen, cell-based, HTS; HEK293 TMEM16A/YFP-H148Q/I152L, iodide quench fluorescence; stronger effect = lower value; B-score at 10 µM; 0.3% of 340,000 active; AID 623877, 2012;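 active = fluorescence-ratio B-score plate-corrected deviation score at least 3 library SD below zero, with starting fluorescence score within 5 deviations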;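 note: channel opened by trigger with iodide after compound preincubation; score built on the fluorescence ratio of max minus min over baseline; more negative score means more quench and so TMEM16A activation or potentiation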
Numbers without * were called inactive.

`O=C1CC(Cc2ccccc2)C(=O)N1c1ccc(Cl)cn1` (stereo not given) gave TRPC4 potent inactive, MrgX1 ag inactive, TRPC4 agonist inactive, ANO1 block inactive, SKKanGAS inh 5, TRPC6 act inactive, TRPC6 inh inactive, MrgX1 antag inactive, TRPC4 block inactive, MrgX1 allo act inactive and ANO1 activ inactive.
Screening COc1ccc(OC)c(NC(=O)c2ccc(NS(C)(=O)=O)cc2)c1 returned TRPC4 potent inactive, MrgX1 ag inactive, TRPC4 agonist inactive, ANO1 block inactive, SKKanGAS inh 3, TRPC6 act inactive, TRPC6 inh inactive, MrgX1 antag inactive, TRPC4 block inactive, MrgX1 allo act inactive and ANO1 activ inactive.
O=C(NCCCN1CCCCCC1)C1CCCN(S(=O)(=O)c2cccc3nsnc23)C1 (stereo not given) was read as TRPC4 potent inactive, MrgX1 ag inactive, TRPC4 agonist inactive, ANO1 block inactive, TRPC6 act inactive, TRPC6 inh inactive, MrgX1 antag inactive, TRPC4 block inactive, MrgX1 allo act inactive and ANO1 activ inactive.
Screening NC(=O)c1ccc(Cc2ncc(C(F)(F)F)cc2Cl)s1 returned TRPC4 potent inactive, MrgX1 ag inactive, TRPC4 agonist inactive, ANO1 block inactive, SKKanGAS inh -3, TRPC6 act inactive, TRPC6 inh inactive, MrgX1 antag inactive, TRPC4 block inactive, MrgX1 allo act inactive and ANO1 activ inactive.
`O=C(NCC(c1ccco1)N1CCOCC1)c1ccc(F)cc1` (stereo not given) gave TRPC4 potent inactive, MrgX1 ag inactive, TRPC4 agonist inactive, ANO1 block inactive, SKKanGAS inh 4, TRPC6 act inactive, TRPC6 inh inactive, MrgX1 antag inactive, TRPC4 block inactive, MrgX1 allo act inactive and ANO1 activ inactive.
For CC1CN(C(=O)C(C)N2CCN(c3cccc(Cl)c3)CC2)CC(C)O1 (stereo not given) the results were TRPC4 potent inactive, MrgX1 ag inactive, TRPC4 agonist inactive, ANO1 block inactive, SKKanGAS inh -6, TRPC6 act inactive, TRPC6 inh inactive, MrgX1 antag inactive, TRPC4 block inactive, MrgX1 allo act inactive and ANO1 activ inactive.
`CC(C)CCOP(=O)(c1ccc(N(C)C)cc1)C(O)c1ccc(N(C)C)cc1` (stereo not given) gave TRPC4 potent inactive, MrgX1 ag inactive, TRPC4 agonist inactive, ANO1 block inactive, SKKanGAS inh 3, TRPC6 act inactive, TRPC6 inh inactive, MrgX1 antag inactive, TRPC4 block inactive, MrgX1 allo act inactive and ANO1 activ inactive.
Screening O=C(Nc1ccccc1C(=O)N1CCOCC1)c1cccnc1 returned TRPC4 potent inactive, MrgX1 ag inactive, TRPC4 agonist inactive, ANO1 block inactive, SKKanGAS inh 4, TRPC6 act inactive, TRPC6 inh inactive, MrgX1 antag inactive, TRPC4 block inactive, MrgX1 allo act inactive and ANO1 activ inactive.
Screening O=C(O)c1cc(S(=O)(=O)NCc2ccco2)c(Cl)cc1Cl returned TRPC4 potent inactive, MrgX1 ag inactive, TRPC4 agonist inactive, ANO1 block inactive, SKKanGAS inh -1, TRPC6 act inactive, TRPC6 inh inactive, MrgX1 antag inactive, TRPC4 block inactive, MrgX1 allo act inactive and ANO1 activ inactive.
For COc1cccc(CNS(=O)(=O)c2cc3c(cc2Cl)NC(=O)CO3)c1 the results were TRPC4 potent inactive, MrgX1 ag inactive, TRPC4 agonist inactive, ANO1 block inactive, SKKanGAS inh -2, TRPC6 act inactive, TRPC6 inh inactive, MrgX1 antag inactive, TRPC4 block inactive, MrgX1 allo act inactive and ANO1 activ inactive.
For CCOC(=O)N1CCN(C(=O)c2oc3ccc(S(=O)(=O)N(CC)CC)cc3c2C)CC1 the results were TRPC4 potent inactive, MrgX1 ag inactive, TRPC4 agonist inactive, ANO1 block inactive, SKKanGAS inh -1, TRPC6 act inactive, TRPC6 inh inactive, MrgX1 antag inactive, TRPC4 block inactive, MrgX1 allo act inactive and ANO1 activ inactive.
Cc1cc(Cl)ccc1OCCCC(=O)NN was read as TRPC4 potent inactive, MrgX1 ag inactive, TRPC4 agonist inactive, ANO1 block inactive, SKKanGAS inh -26, TRPC6 act inactive, TRPC6 inh inactive, MrgX1 antag inactive, TRPC4 block inactive, MrgX1 allo act inactive and ANO1 activ inactive.
`CSc1ccccc1NC(=O)c1cnccn1` gave TRPC4 potent inactive, MrgX1 ag inactive, TRPC4 agonist inactive, ANO1 block inactive, SKKanGAS inh 0, TRPC6 act inactive, TRPC6 inh inactive, MrgX1 antag inactive, TRPC4 block inactive, MrgX1 allo act inactive and ANO1 activ inactive.
Screening CC1(c2nnc(Cc3ccccc3)o2)CC(c2ccc(Br)cc2)=NO1 (stereo not given) returned TRPC4 potent inactive, MrgX1 ag inactive, TRPC4 agonist inactive, ANO1 block inactive, SKKanGAS inh -7, TRPC6 act inactive, TRPC6 inh inactive, MrgX1 antag inactive, TRPC4 block inactive, MrgX1 allo act inactive and ANO1 activ inactive.
COc1cccc(N2CCN(C(=O)CCSCc3ccccc3F)CC2)c1 was read as TRPC4 potent inactive, MrgX1 ag inactive, TRPC4 agonist inactive, ANO1 block inactive, SKKanGAS inh -6, TRPC6 act inactive, TRPC6 inh inactive, MrgX1 antag inactive, TRPC4 block inactive, MrgX1 allo act inactive and ANO1 activ inactive.
O=C(/C=C/c1ccc(Cl)cc1)N(Cc1cccs1)C1CCS(=O)(=O)C1 (stereo not given) was read as TRPC4 potent inactive, MrgX1 ag inactive, TRPC4 agonist inactive, ANO1 block inactive, SKKanGAS inh 0, TRPC6 act inactive, TRPC6 inh inactive, MrgX1 antag inactive, TRPC4 block inactive, MrgX1 allo act inactive and ANO1 activ inactive.
`COc1ccc(CNC(=O)C2CCCN2)cc1OC` (stereo not given) gave TRPC4 potent inactive, MrgX1 ag inactive, TRPC4 agonist inactive, ANO1 block inactive, SKKanGAS inh -5, TRPC6 act inactive, TRPC6 inh inactive, MrgX1 antag inactive, TRPC4 block inactive, MrgX1 allo act inactive and ANO1 activ inactive.
Screening O=C(Cn1c(=O)oc2ccccc21)Nc1ccc(F)c(F)c1 returned TRPC4 potent inactive, MrgX1 ag inactive, TRPC4 agonist inactive, ANO1 block inactive, SKKanGAS inh -7, TRPC6 act inactive, TRPC6 inh inactive, MrgX1 antag inactive, TRPC4 block inactive, MrgX1 allo act inactive and ANO1 activ inactive.
Cc1ccc2cccc(SCC(=O)N3CCOCC3)c2n1 was read as TRPC4 potent inactive, MrgX1 ag inactive, TRPC4 agonist inactive, ANO1 block inactive, SKKanGAS inh -8, TRPC6 act inactive, TRPC6 inh inactive, MrgX1 antag inactive, TRPC4 block inactive, MrgX1 allo act inactive and ANO1 activ inactive.
For CCC(C)(C)NC(=O)C(c1ccccc1)N(C(=O)c1csnn1)C1CC1 (stereo not given) the results were TRPC4 potent inactive, MrgX1 ag inactive, TRPC4 agonist inactive, ANO1 block inactive, SKKanGAS inh -4, TRPC6 act inactive, TRPC6 inh inactive, MrgX1 antag inactive, TRPC4 block inactive, MrgX1 allo act inactive and ANO1 activ inactive.
`Cc1ccc(C2CC2c2n[nH]c(=S)n2-c2cccc(C)c2)cc1` (stereo not given) gave TRPC4 potent inactive, MrgX1 ag inactive, TRPC4 agonist inactive, ANO1 block inactive, SKKanGAS inh -7, TRPC6 act inactive, TRPC6 inh inactive, MrgX1 antag inactive, TRPC4 block inactive, MrgX1 allo act inactive and ANO1 activ inactive.
For Cn1cc(C(=O)c2ccc(Cl)cc2Cl)cc1C(=O)N/N=C(\N)COc1ccc(F)cc1 the results were TRPC4 potent inactive, MrgX1 ag inactive, TRPC4 agonist inactive, ANO1 block inactive, SKKanGAS inh 25, TRPC6 act inactive, TRPC6 inh inactive, MrgX1 antag inactive, TRPC4 block inactive, MrgX1 allo act inactive and ANO1 activ inactive.
COc1ccc(OCC(=O)NCCNC(=O)c2ccccn2)cc1 was read as TRPC4 potent inactive, MrgX1 ag inactive, TRPC4 agonist inactive, ANO1 block inactive, SKKanGAS inh 5, TRPC6 act inactive, TRPC6 inh inactive, MrgX1 antag inactive, TRPC4 block inactive, MrgX1 allo act inactive and ANO1 activ inactive.
For O=C(Nc1ccc(Cl)c(Cl)c1)N1CCSCC1 the results were TRPC4 potent inactive, MrgX1 ag inactive, TRPC4 agonist inactive, ANO1 block inactive, SKKanGAS inh -4, TRPC6 act inactive, TRPC6 inh inactive, MrgX1 antag inactive, TRPC4 block inactive, MrgX1 allo act inactive and ANO1 activ inactive.
`CCC(=O)Nc1cc2[nH]c(=O)cc(C)c2cc1C` gave TRPC4 potent inactive, MrgX1 ag inactive, TRPC4 agonist inactive, ANO1 block inactive, SKKanGAS inh 3, TRPC6 act inactive, TRPC6 inh inactive, MrgX1 antag inactive, TRPC4 block inactive, MrgX1 allo act inactive and ANO1 activ inactive.
Cc1ccc(NC(=O)C2=C(O)CCn3c2nc2ccccc23)cc1 was read as TRPC4 potent inactive, MrgX1 ag inactive, TRPC4 agonist inactive, ANO1 block inactive, SKKanGAS inh -6, TRPC6 act inactive, TRPC6 inh inactive, MrgX1 antag inactive, TRPC4 block inactive, MrgX1 allo act inactive and ANO1 activ inactive.
Cc1ccc(C(=O)Nc2ccc(OCc3ccccc3)cc2)s1 was read as TRPC4 potent inactive, MrgX1 ag inactive, TRPC4 agonist inactive, ANO1 block inactive, SKKanGAS inh 1, TRPC6 act inactive, TRPC6 inh inactive, MrgX1 antag inactive, TRPC4 block inactive, MrgX1 allo act inactive and ANO1 activ inactive.
Screening Cc1ccnc(SCc2cc(=O)c(OC(=O)c3cccs3)co2)n1 returned TRPC4 potent inactive, MrgX1 ag inactive, TRPC4 agonist inactive, ANO1 block inactive, SKKanGAS inh 5, TRPC6 act inactive, TRPC6 inh inactive, MrgX1 antag inactive, TRPC4 block inactive, MrgX1 allo act inactive and ANO1 activ inactive.
